# Fh CTSL1 inh – Fasciola hepatica cathepsin L1 inhibitors, primary screen, counter-screen for PFM18AAP inhibitor project, biochemical, QFRET, fluorogenic peptide substrate; recombinant F. hepatica cathepsin L1, Z-Leu-Arg-MCA fluorescence; inhibition, % at 5.96 µM; 300,000 tested, 0.49% active; AID 1906, 2009;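 active = inhibition above the mean of all tested compounds plus 3 SD, set per screening campaign, cut at about 17% in these data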;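 also: 0% = plate median of test compound wells and 100% = 1 µM Z-Phe-Ala-diazomethylketone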
# AHR act – AHR activators, primary screen, cell-based, luminescence, luciferase reporter, human. Aryl hydrocarbon receptor (Homo sapiens), P35869. AHR-responsive luciferase reporter cells. activation, % at 5 µM. 320,000 tested, 2.5% active. AID 2796, 2010; in the data active = activation above about 47%;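 also: 0% = vehicle wells and 100% = reference agonist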
# PP5 primary – PP5 phosphatase inhibitors, primary screen, biochemical, fluorescence | Serine/threonine-protein phosphatase 5 (Homo sapiens), P53041 | purified PP5c, OMFP substrate fluorescence | inhibition, % at 6.7 µM | 320,000 tested, 0.18% active | AID 1987, 2009;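 active = inhibition above the campaign's mean inhibition across all tested compounds plus 3 SD, cut at about 9.5% in these data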;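 also: 0% = DMSO only and 100% = 100 µM cantharidin control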
# proCasp7 act – procaspase-7 activators, primary screen, counter-screen for procaspase-3 activator project, biochemical, absorbance, HTS, human; 330,000 tested, 0.093% active; Caspase-7 (Homo sapiens), P55210; recombinant procaspase-7, Ac-DEVD-pNA absorbance 405 nm; D23A/D198A/D206A triple mutant, cannot self-cleave; scale: DMSO 0, 5 µM enzyme 100; activation, % at 8.5 µM;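 active = percent activation above the screen-wide mean plus 3 SD, cut at about 25% in these data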
# Target sequence (P55210 whole entry D23A/D198A/D206A): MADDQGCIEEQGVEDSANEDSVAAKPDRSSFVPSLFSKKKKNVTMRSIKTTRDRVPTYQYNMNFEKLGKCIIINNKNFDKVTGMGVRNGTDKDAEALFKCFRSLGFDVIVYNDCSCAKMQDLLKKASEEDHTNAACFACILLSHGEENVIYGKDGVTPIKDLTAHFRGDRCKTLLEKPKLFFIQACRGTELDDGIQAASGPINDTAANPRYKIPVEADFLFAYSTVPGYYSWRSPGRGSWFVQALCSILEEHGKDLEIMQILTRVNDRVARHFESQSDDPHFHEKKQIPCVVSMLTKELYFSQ
#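 buffer or medium = Zinc-free HEPES/NaCl buffer, pH 7.4 | material = Procaspase-7 triple mutant (PC-7 D3A) | input = 2 µM procaspase-7 mutant as dispensed | signal = Epi-absorbance of released pNA at 405 nm, two timepoints | timing = 1 h preincubation, 2 h reaction | replicates = singlicate compound testing | evaluation = % activation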
# TPT1 inhibitor – Candida albicans TPT1 enzyme inhibitors, primary screen, biochemical, fluorescence polarization; inhibition, % at 5 µM; 300,000 tested, 0.81% active; recombinant caTPT1, FP RNA substrate dephosphorylation;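 active = inhibition above the mean of all tested compounds plus 3 SD, set per screening campaign, cut at about 24% in these data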;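 also: plate controls were DMSO alone for no effect and ferristatin control at 100 nM for full effect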
# procasp3 activ – activators of human procaspase-3 D3A mutant, primary screen, biochemical, absorbance, PC-3 D3A mutant, single concentration; Caspase-3 (Homo sapiens), P42574; recombinant procaspase-3 D3A, Ac-DEVD-pNA absorbance 405 nm; activation, % at 8.5 µM; 330,000 tested, 0.11% active;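 active = activation above the mean of all tested compounds plus 3 SD, cut at about 21% in these data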;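 also: 0% = DMSO alone and 100% = DMSO wells spiked with extra 5 µM PC-3 D3A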
# Target sequence (P42574 whole entry D9A/D28A/D175A): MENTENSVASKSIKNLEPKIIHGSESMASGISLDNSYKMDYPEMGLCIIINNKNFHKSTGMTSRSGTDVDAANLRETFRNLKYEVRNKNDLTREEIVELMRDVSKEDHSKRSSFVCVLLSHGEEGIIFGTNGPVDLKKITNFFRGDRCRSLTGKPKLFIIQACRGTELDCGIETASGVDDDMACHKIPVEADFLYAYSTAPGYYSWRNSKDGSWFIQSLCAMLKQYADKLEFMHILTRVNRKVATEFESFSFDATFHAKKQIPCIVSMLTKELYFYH
#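 assay system = Procaspase-3 D3A mutant | signal = absorbance at 405 nm, 0 and 120 min | times = 1 h preincubation plus 2 h reaction at 25 °C | repeats = single replicate | read-out = % activation between DMSO and enzyme-spiked controls | medium = Zinc-free HEPES saline buffer with Triton X-100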
# PAFAH2 inh – PAFAH2 enzyme inhibitors, primary screen, biochemical, fluorescence polarization, human; recombinant PAFAH2, FP-rhodamine activity probe; 340,000 tested, 0.99% active; AID 492956, 2010; inhibition, % at 3.39 µM; Platelet-activating factor acetylhydrolase 2, cytoplasmic (Homo sapiens), Q99487;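 active = inhibition above the mean over all tested compounds plus 3 SD, cut at about 30% in these data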;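 also: inhibitors block probe labeling of enzyme so polarization drops; 0% = enzyme with DMSO and 100% = wells lacking PAFAH2 protein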
# PP1 counter – PP1-alpha phosphatase inhibitors, primary screen, counter-screen for PP5 inhibitor project, biochemical, fluorescence, OMFP substrate, single point; Serine/threonine-protein phosphatase PP1-alpha catalytic subunit (Homo sapiens), P62136; purified PP1alpha; inhibition, % at 6.7 µM; 320,000 tested, 0.9% active;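 active = inhibition above the mean inhibition of all tested compounds plus 3 SD, computed separately for each screening campaign, cut at about 15% in these data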
# Target sequence (P62136 whole entry, looked up): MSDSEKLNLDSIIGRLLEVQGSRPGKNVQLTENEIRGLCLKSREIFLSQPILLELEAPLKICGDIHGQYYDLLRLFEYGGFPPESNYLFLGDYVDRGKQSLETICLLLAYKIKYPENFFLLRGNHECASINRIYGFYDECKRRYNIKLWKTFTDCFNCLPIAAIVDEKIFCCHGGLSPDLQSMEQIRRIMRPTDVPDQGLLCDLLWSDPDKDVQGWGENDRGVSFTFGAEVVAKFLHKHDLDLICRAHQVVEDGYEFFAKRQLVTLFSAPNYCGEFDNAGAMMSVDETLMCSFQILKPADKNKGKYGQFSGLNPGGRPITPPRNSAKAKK
# core dimer inh – inhibitors of HCV core protein dimerization, primary screen, biochemical, TR-FRET, high-throughput; TR-FRET GST/Flag-core106 dimerization, 1536-well; inhibition, % at 5 µM; 300,000 tested, 0.33% active;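 active = inhibition above the mean of all tested compounds plus 3 SD, set per screening campaign, cut at about 45% in these data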
#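 assay system = GST-tagged and Flag-tagged HCV core protein residues 1-106 | controls = unlabelled core106 and no-GST-core106 wells | incubation = compound-protein-antibody incubation 4 h at 22.5 °C | probe or stimulus = Eu donor and XL665 acceptor anti-tag antibodies | read-out = % inhibition based on acceptor/donor emission ratio | signal = TR-FRET 671 and 617 nm emission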
# The depositor's hits bear a star; · = not tested or not shown.
SMILES,Fh CTSL1 inh,AHR act,PP5 primary,proCasp7 act,TPT1 inhibitor,procasp3 activ,PAFAH2 inh,PP1 counter,core dimer inh
O=C1CNC(=O)N1CC(=O)N1CCCc2ccccc21,4,0,3.9,0,-4,9,7,-3,-10
O=C(O)CCC(=O)Nc1ccc(Br)cc1C(=O)c1ccccc1Cl,-1,1,0.2,7,1,9,-1,-3,-4
NC(=O)CSc1n[nH]c(-c2ccco2)n1,10,0,-0.9,0,1,-6,-7,1,3
CC1CC(C)CN(C(=O)CSc2n[nH]c(N)n2)C1 (configuration not stated),·,-2,·,-4,·,-9,-3,·,·
CC(Oc1ccc(Cl)cc1C(N)=O)C(=O)N1CCc2ccccc21 (configuration not stated),·,5,·,9,·,14,1,·,·
CCCNC(=O)Cn1c(=O)n(C)c2ccccc21,-1,4,0.1,2,0,6,0,-2,-1
CCOC(=O)c1[nH]nc2c1C(=O)N(Cc1ccccc1)C2=O,-3,-1,0.0,-1,-2,4,-4,-2,5
O=C(N[C@H](Cc1ccc(Cl)cc1)C(=O)O)OCC1c2ccccc2-c2ccccc21,0,2,1.7,-7,2,6,-1,11,6
CCN(CC)c1ccc(NC(=O)CN2C(=O)NC3(CCc4ccccc43)C2=O)cc1 (configuration not stated),·,7,2.5,-17,·,-8,0,3,·
C[C@@H]1NC(=O)/C(=C\c2ccccc2Cl)NC1=O,3,1,-1.5,4,-1,8,·,-4,0
CCc1ccc(C2=NNC(=Nc3cccc(S(=O)(=O)N(C)C)c3)SC2)cc1,0,18,1.9,-3,-2,6,-10,9,6
CCCNC(=O)c1ccc(Cn2cc(-c3ccc(OC)cc3)nc2C(C)N)cc1 (configuration not stated),-2,11,1.9,12,4,-3,-2,0,-6
O=C(C1CC1)N(CCN(Cc1ccccc1)C(=O)C1CC1)Cc1ccccc1,-4,0,-1.4,2,1,3,5,-1,0
O=C(CN(C1CCCCC1)S(=O)(=O)c1ccccc1)NCc1cccnc1,4,6,-8.0,-5,-4,2,1,-9,-8
CCC(=O)c1ccc(OCC(=O)Nc2nc(-c3cccnc3)cs2)cc1,-1,25,0.1,5,4,3,1,18*,16
O=C(c1ccco1)N1CCN(C(=O)c2oc(=O)c3ccccc3c2-c2ccccc2)CC1,2,2,0.5,2,-4,-2,5,4,4
Cn1c(N)cc(=O)n(Cc2ccccc2)c1=O,-2,2,1.4,8,0,7,5,0,7
CC(=O)Nc1ccc(NS(=O)(=O)c2ccc(Cl)c(C(=O)O)c2)cc1,2,-1,4.0,-3,-1,0,7,-3,-7
CCN(CC)CCN1C(=O)C(=O)/C(=C(/O)c2ccncc2)C1c1ccccc1F (configuration not stated),0,1,-0.1,7,-3,-4,-4,3,-7
C=CCNC(=O)CSc1cc([N+](=O)[O-])cc(S(=O)(=O)Cc2ccccc2)c1,-1,0,-0.2,-14,-4,-13,6,1,24
OCC[C@@H]1C[C@H](O)[C@@H](O)[C@@]2(CCCO2)O1,-2,1,3.0,2,-1,4,3,1,0
O=C(Nc1ccccc1N1CCOCC1)C1CCN(S(=O)(=O)c2ccccc2F)CC1,-1,2,-0.4,-4,-5,3,1,-2,-12
Cn1nnc2cc(C(=O)N3CCN(c4ccccc4)CC3)ccc21,-1,0,2.8,0,3,-8,4,-4,-1
O=C(CSc1n[nH]c(=O)[nH]c1=O)c1cccc([N+](=O)[O-])c1,-1,1,2.9,2,-1,-2,5,2,6
CCn1c(C)c(C2=CCN(S(=O)(=O)c3ccc(C)cc3)CC2)c2ccccc21,-2,5,3.1,-12,13,5,-62,7,3

# Whole records as entered above.
# Listed for O=C(c1ccco1)N1CCN(C(=O)c2oc(=O)c3ccccc3c2-c2ccccc2)CC1 : Fh CTSL1 inh = 2; AHR act = 2; PP5 primary = 0.5; proCasp7 act = 2; TPT1 inhibitor = -4; procasp3 activ = -2; PAFAH2 inh = 5; PP1 counter = 4; core dimer inh = 4
# Listed for CCn1c(C)c(C2=CCN(S(=O)(=O)c3ccc(C)cc3)CC2)c2ccccc21 : Fh CTSL1 inh = -2; AHR act = 5; PP5 primary = 3.1; proCasp7 act = -12; TPT1 inhibitor = 13; procasp3 activ = 5; PAFAH2 inh = -62; PP1 counter = 7; core dimer inh = 3

# Back to the main list with the 2 entries that preceded the break.
SMILES,Fh CTSL1 inh,AHR act,PP5 primary,proCasp7 act,TPT1 inhibitor,procasp3 activ,PAFAH2 inh,PP1 counter,core dimer inh
O=C(CSc1n[nH]c(=O)[nH]c1=O)c1cccc([N+](=O)[O-])c1,-1,1,2.9,2,-1,-2,5,2,6
CCn1c(C)c(C2=CCN(S(=O)(=O)c3ccc(C)cc3)CC2)c2ccccc21,-2,5,3.1,-12,13,5,-62,7,3
CCOCCSC1=C(C#N)C(c2cccs2)C(C(C)=O)=C(C)N1 (configuration not stated),1,5,-0.5,5,-4,-7,1,-1,7
Cc1cc(NS(=O)(=O)c2ccc(NC(=O)Nc3cccc(Cl)c3)cc2)no1,4,3,3.2,21,-4,4,-4,2,12
COc1ccc(Cn2c(=O)[nH]c3cc(C(=O)NC4CCCC4)ccc3c2=O)cc1,4,0,1.0,9,2,2,-9,-3,0
CCOC(=O)c1ccccc1NC(=O)C1=COCCO1,4,4,-2.0,-2,2,-2,4,-3,-4
CC1=NNC(=O)C1CCC(=O)N/N=C/c1c(Cl)cccc1Cl (configuration not stated),-4,12,3.6,-3,1,-6,4,-1,-1
Cc1ccc(NC(=O)Cc2ccccc2F)cc1S(=O)(=O)N1CCCCCC1,·,-1,5.3,11,·,-5,5,4,·
Cc1ccsc1CNc1ncnc2ccc(-c3c(C)noc3C)cc12,·,56*,·,12,·,3,1,·,·
O=C1C2ON(c3ccccc3)C(c3cccnc3)C2C(=O)N1c1ccccc1 (configuration not stated),0,1,1.5,-1,-2,-4,-8,2,-1
COc1ccc(OC)c2c(C)cc(N3CCN(C(=O)c4ccc(C)cc4)CC3)nc12,2,1,3.6,0,-2,1,9,1,-1
COc1cc(OC)cc(C(=O)NCCS(=O)(=O)N2CCN(Cc3ccccc3)CC2)c1,-2,3,1.5,14,-1,6,-7,-4,-1
CCCCN(CCCC)C(=O)c1cc(Cl)ccc1[N+](=O)[O-],0,2,2.2,-1,2,7,-5,0,-5
Cc1cccc(C(=O)Nc2c(C(=O)N3CCN(C)CC3)cnn2-c2ccccc2)c1,-1,-3,0.0,-7,-2,-1,4,-2,9
CCn1c(CSc2nc(C)cc(C)n2)nnc1SCC(=O)N1CCCc2ccccc21,-3,0,-0.8,-2,1,-3,-5,-3,-5
CCOC(=O)C1=C(C)NC(=O)NC1c1cccc(O)c1 (configuration not stated),2,-1,1.5,5,4,-6,1,-3,1
O=C(C1=C[C@H](c2csc3ccccc23)C[C@H](OCCCCO)O1)N1CCN(Cc2ccc3c(c2)OCO3)CC1,1,2,2.5,-3,1,4,-1,-1,2
CC1SCC(NC(=O)c2ccc(Cl)cc2)CS1 (configuration not stated),-1,12,0.8,-13,-3,-9,5,3,-3
Cc1cccc(-c2noc(CCCC(=O)Nc3ccc(C(N)=O)cc3)n2)c1,2,-1,0.2,-7,3,-3,5,5,4
FC(F)(F)c1cccc(Cc2noc(CN3CCC(c4ccncc4)CC3)n2)c1,0,4,1.0,3,-1,2,-1,-1,3
CCn1c(Cc2cccs2)nnc1SCC(=O)NC(C)(C)C,-1,3,-0.6,11,6,2,0,-6,-1
CC(=O)NC(c1ccccc1)c1cc([N+](=O)[O-])c2cccnc2c1O (configuration not stated),6,4,2.7,-20,-1,-18,7,6,-7
CCc1ccc(-n2c(=O)c3ccccc3n(CC(=O)NCc3ccco3)c2=O)cc1,-3,1,-1.1,-12,0,-9,-4,0,5
COc1ccc([N+](=O)[O-])cc1N(CC(=O)O)S(C)(=O)=O,-3,0,-0.9,4,1,-1,-1,-1,-3
COc1ccc(NC(=O)Nc2ccc(F)c(Cl)c2)cc1,2,0,4.8,3,-1,4,-8,-1,1
C/C(=N\Nc1ccccc1C(=O)O)c1ccncc1,-2,5,-0.3,7,-4,-2,5,-4,-2
CSc1nc(N)nc2c1ncn2CC(=O)N[C@H](CO)Cc1c[nH]c2ccccc12,·,1,·,13,·,-1,38*,·,·
# Next section:
SMILES,Fh CTSL1 inh,AHR act,PP5 primary,proCasp7 act,TPT1 inhibitor,procasp3 activ,PAFAH2 inh,PP1 counter,core dimer inh
N#CC(Cc1ccccc1OC(F)F)c1nc2ccccc2[nH]1 (configuration not stated),-2,33,-0.6,7,0,-10,4,-1,-9
Cc1cc(Nc2ccccc2)nn1C(=O)c1ccccc1,-3,8,6.3,-2,3,-1,6,-3,1
COC(=O)c1sccc1NC(=O)c1ccncc1,-1,-7,1.4,1,-8,1,-3,-2,2
CCOC(=O)N1CCC2(CC1)C(C#N)=C(N)Oc1n[nH]c(CSc3ccc(C)cc3)c12,-1,6,2.0,1,-5,7,2,0,13
Cc1ccc(-n2nnnc2-c2cccs2)cc1[N+](=O)[O-],1,-2,0.0,8,1,1,-4,-3,0
C=CCn1c(COc2ccc(F)cc2)nnc1SCC(=O)NC(=O)NCc1ccco1,2,0,-2.6,14,1,0,4,-1,16
Cc1cc(C(=O)OC(C)C(=O)N2CCc3ccccc32)ccc1[N+](=O)[O-] (configuration not stated),4,3,-0.5,2,-4,3,3,-3,-1
CCOc1ccc(S(=O)(=O)N2CCOCC2)cc1NC(=O)C1=COCCO1,-5,5,-1.6,-7,0,-10,-3,-2,-6
Cc1ccc(CN2CC(C(=O)NC(c3nc4ccccc4[nH]3)C(C)C)CC2=O)cc1 (configuration not stated),·,5,-0.1,-3,·,-6,-6,2,·
CCOc1ccc(-n2c([S-])c(C(=O)Nc3ccc(S(=O)(=O)N4CCOCC4)cc3)[n+]3cc(C(N)=O)ccc23)cc1,-1,31,1.8,5,1,0,-10,5,44
CCCc1cc(=O)oc2cc(C)c3c(C)coc3c12,1,3,-1.8,1,1,9,-1,0,7
CCOc1cc(NC(=O)c2ccco2)c(OCC)cc1NC(=O)Cc1cccc(OC)c1,0,54*,0.0,1,2,0,-1,4,9
COc1cccc(N2CCN(C(=S)Nc3ccc(F)cc3)CC2)c1,4,-4,4.8,-7,0,-9,-1,3,-5
Cc1cc(NC(=O)C(=O)NCc2cccc(Cl)c2)no1,0,-1,-2.3,-3,-2,4,1,-1,2
CCC1CN(C(=O)N2CCC(C(=O)NCc3ccccc3OC)CC2)c2cc(C)ccc2O1 (configuration not stated),2,5,1.7,11,0,3,2,-1,9
COC(=O)C1=C(C)N(CCc2cc(OC)c(OC)c(OC)c2)C(=O)N[C@H]1c1cccs1,-2,5,4.0,-4,-2,4,·,3,-3

# This is a random part of the collection; overall some 5.6% were active at least once.
